# VHR inh color: VHR1 (DUSP3) phosphatase inhibition; AID 1992; recombinant VHR phosphatase, colorimetric substrate read-out; hit rate 0.7% among 50,000; P51452; inhibition, % at 20 µM; in the data active means inhibition above about 60%; further: some results filed as inactive read as strong as hits
# Target sequence (P51452 whole entry, looked up): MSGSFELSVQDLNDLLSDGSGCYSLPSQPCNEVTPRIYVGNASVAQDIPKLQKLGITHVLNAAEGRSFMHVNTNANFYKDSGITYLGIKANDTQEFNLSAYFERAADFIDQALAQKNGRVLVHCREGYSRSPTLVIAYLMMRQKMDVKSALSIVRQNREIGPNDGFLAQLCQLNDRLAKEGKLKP
# * marks the source's active call; other numbers are inactive results. This is a subset; rates above refer to the full screens.
SMILES,VHR inh color
CCOc1ccc(N(CC(=O)Nc2cccc3cccnc23)S(=O)(=O)c2ccccc2)cc1,16
CCCCOc1ccc(NC2=NC3(CCCCC3)N=C(N)N2)cc1,-2
O=C(O)c1cc2ccccc2c([N+](=O)[O-])c1O,7
O=S(=O)(CCc1nc2ccccc2[nH]1)c1ccc(Cl)cc1,3
CN(C)/C=N/c1sc2c(c1C#N)CCCC2,-1
Cc1ccc(NC(=O)CSc2nc3ccc(N)cc3s2)cc1Cl,9
CC(NC(=O)c1ccc(C(=O)O)cc1C(=O)O)c1ccccc1 (stereo unspecified),-13
C/C(=N\NC(=O)CN(c1cc(C)ccc1C)S(=O)(=O)c1ccccc1)c1cccs1,106
O=C1CCC(=O)N1Cc1ccc(Cl)cc1,2
COc1cc(OC)c(C2SCCN2S(=O)(=O)c2ccc3cccc4c3c2CC4)cc1OC (stereo unspecified),16
COc1cc(/C=C2/SC(=S)N(c3ccccc3)C2=O)ccc1OS(=O)(=O)c1ccc(C)cc1,18
COc1cccc(/C=C2/C(=O)NC(=O)N(c3ccc(Br)cc3)C2=O)c1O,-16
CCC(=O)Nc1ccc(NC(=O)c2cc3ccccc3o2)cc1,-14
COC(=O)c1ccc(C(=O)OC)c(NC(=O)COc2ccc(C)cc2C(C)(C)C)c1,-17
O=C(Nc1ccc(-c2nc3ccccc3[nH]2)cc1)c1ccc(Cl)c(Cl)c1,48
Cc1cc(C)c(C(N)=O)c(Nc2ccc(C3CCCCC3)cc2)n1,-1
Cc1ccc2nc(NC(=O)c3cccc4ccccc34)sc2c1,6
COc1ccccc1N1CCN(S(=O)(=O)c2ccc(SC)cc2)CC1,-16
CCOc1ccccc1NC(=O)c1c(-c2c(Cl)cccc2Cl)noc1C,-14
Cc1ccc(NC(=O)c2cnn(-c3ccccc3)c2NC(=O)c2ccccc2Cl)cc1C,-7
O=C(Nc1ccccc1C(=O)Nc1ccc(Br)cn1)c1ccccc1,-4
Cc1ccc(C(C)C)c(OC(=O)/C=C/c2ccc([N+](=O)[O-])s2)c1,0
CC1=NNC(=O)C1CCC(=O)N/N=C/C(Br)=C/c1ccccc1 (stereo unspecified),72
CCOC(=O)c1c(-c2ccc(Br)cc2)csc1NC(=O)CSc1ccccc1,10
CCCCOc1ccc(NC(=O)COc2cccc(C)c2C)cc1,41
Cc1ccc(S(=O)(=O)C(CC(=O)c2ccccc2)c2cccs2)cc1 (stereo unspecified),0
COc1ccc(S(=O)(=O)N2CCN(C(=O)c3ccccc3F)CC2)cc1,6
NNC(=O)CN1C(c2cccc(Cl)c2)=Nc2ccc(Br)cc2C1c1ccccc1 (stereo unspecified),-2
CCc1ccc(OCC(=O)Nc2ccc(O)c(-c3nc4ccccc4s3)c2)cc1,-16
COc1cc(NC(=O)c2cc(OC)c(OC)c(OC)c2)ccc1NC(=O)c1ccco1,2

# 4 compounds already listed, ordered by number of heavy atoms, high to low:
SMILES,VHR inh color
NNC(=O)CN1C(c2cccc(Cl)c2)=Nc2ccc(Br)cc2C1c1ccccc1 (stereo unspecified),-2
COc1ccccc1N1CCN(S(=O)(=O)c2ccc(SC)cc2)CC1,-16
Cc1cc(C)c(C(N)=O)c(Nc2ccc(C3CCCCC3)cc2)n1,-1
Cc1ccc(C(C)C)c(OC(=O)/C=C/c2ccc([N+](=O)[O-])s2)c1,0

# Following part:
SMILES,VHR inh color
O=C(CSCc1ccc(F)cc1)Nc1ccccc1,8
NS(=O)(=O)c1ccc(CNC(=O)c2ccccc2Br)cc1,1
NS(=O)(=O)c1ccc(NC(=O)CCCN2C(=O)/C(=C/c3ccc(Cl)cc3)SC2=S)cc1,8
COc1ccccc1CC(=O)Nc1ccc(Br)cc1C,-46
C=C(C)COc1ccccc1/C=C1\N=C(c2ccc(F)cc2)OC1=O,4
COC(=O)C1=C(C)N(Cc2cccnc2)C(=O)/C1=C\c1cccc(Cl)c1Cl,-12
O=C(Nc1cccc(Cl)c1)c1cccc(NC(=O)c2cccs2)c1,-4
Cc1occc1C(=O)N/N=C/c1ccccc1,-17
COC(=O)C1=CN(Cc2ccccc2)C=C(C(=O)OC)C1c1ccc(Cl)c(Cl)c1,0
Cc1ccc2nc(N3C(=O)c4cccc5cccc(c45)C3=O)sc2c1,4
COc1ccc(S(=O)(=O)CCc2nc3ccccc3o2)cc1,-8
O=C(Nc1ccc([N+](=O)[O-])cc1)c1ccccc1C(F)(F)F,-1
O=C(NCCCCCCNC(=O)c1ccc(CN2CCOCC2)cc1)c1ccc(CN2CCOCC2)cc1,-22
CCCN1CCC(=NNC(=O)c2cccc(Cl)c2)CC1,-9
CC(NC(=O)c1cccs1)c1ccccc1 (stereo unspecified),-4
Clc1ccc(OCCCCN2CCOCC2)cc1,-13
Cc1ccc(-n2nc3cc(C)c(NC(=O)c4cccs4)cc3n2)cc1,-3
CCOc1ccccc1NC(=O)CSc1nc2ccccc2s1,-13
O=C(Cn1c(-c2ccccc2)c[n+]2ccsc12)c1ccc([N+](=O)[O-])cc1,12
O=C(/C=C/c1c(Cl)cccc1Cl)Nc1ccccc1F,8
C=CCc1cc(/C=C2/C(=O)NC(=O)N(c3cccc(C)c3)C2=O)cc(OC)c1O,13
CN(C)c1ccc(C(C#N)(C#N)C2C(=O)c3ccccc3C2=O)cc1,3
CCOc1ccc(/C=N/Nc2nc(-c3ccc(C)cc3)nc3ccccc23)c(O)c1,-12
CCOC(=O)c1c(C)sc(Sc2ccccc2[N+](=O)[O-])c1OC(C)=O,0
COCCNC(=O)CN(c1ccc(C)cc1)S(=O)(=O)c1ccc(SC)cc1,-12
CCc1nnc(NC(=O)c2ccc3c(c2)OCCO3)s1,-5
COc1ccc2nc(SCC(=O)Nc3ccc(C(C)=O)cc3)[nH]c2c1,15
COc1ccc(N2C(=O)NC(=O)C(=Cc3ccccc3OCC(=O)O)C2=O)cc1,3
CCc1cccc(NC(=O)c2cnccn2)c1,-1
Cc1cc(C)nc(N2CCN(c3ncnc4c3cnn4-c3ccccc3)CC2)n1,-16

# The list goes on; the last seven above are carried over.
SMILES,VHR inh color
CCOC(=O)c1c(C)sc(Sc2ccccc2[N+](=O)[O-])c1OC(C)=O,0
COCCNC(=O)CN(c1ccc(C)cc1)S(=O)(=O)c1ccc(SC)cc1,-12
CCc1nnc(NC(=O)c2ccc3c(c2)OCCO3)s1,-5
COc1ccc2nc(SCC(=O)Nc3ccc(C(C)=O)cc3)[nH]c2c1,15
COc1ccc(N2C(=O)NC(=O)C(=Cc3ccccc3OCC(=O)O)C2=O)cc1,3
CCc1cccc(NC(=O)c2cnccn2)c1,-1
Cc1cc(C)nc(N2CCN(c3ncnc4c3cnn4-c3ccccc3)CC2)n1,-16
CCOC(=O)c1c(CN(CCO)CCO)n(C)c2c1cc(OC(C)=O)c1c2c(-c2ccccc2)nn1-c1ccccc1,0
O=C(COc1ccccc1[N+](=O)[O-])NC(c1ccccc1)c1c(O)ccc2ccccc12 (stereo unspecified),-7
COc1cc(/C=N\NC(=O)CNc2ccc(C)cc2)cc(Br)c1O,-23
COc1ccc(C2SCCN2S(=O)(=O)c2ccc3ccccc3c2)cc1 (stereo unspecified),-27
COc1ccc(CN2CCN(C(=O)c3ccccc3F)CC2)cc1Br,-2
CCN(CC)c1ccc(/C=C(\NC(=O)c2ccccc2Cl)C(=O)NN)cc1,1
Cc1cccc(N2C(=O)NC(=O)C(=Cc3ccco3)C2=O)c1,2
N#CCCN1CCN(c2cc(N3CCOCC3)c(F)cc2[N+](=O)[O-])CC1,-8
CC1(C)CC(=O)C=C(Nc2ccc(F)cc2F)C1,0
COc1ccc(/C(O)=C/c2nc3ccccc3n(-c3ccccc3)c2=O)cc1,1
CCCCOc1ccc(C2Nc3ccccc3NC3=C2C(=O)CC(C)(C)C3)cc1 (stereo unspecified),8
O=C(O)c1ccc(C(=O)Nc2ccccc2Oc2ccccc2)c(C(=O)O)c1,2
CC1CSc2nc3sc4c(c3c(=O)n21)CCCC4 (stereo unspecified),2
CCOc1ccc(NC2=C([N+](=O)[O-])CS(=O)(=O)C2)cc1,-1
O=C1NN(c2cccc(Cl)c2)C(=O)/C1=C\c1ccc(F)cc1,22
Fc1cccc(Cl)c1CSc1nnc(-c2ccc(Br)cc2)o1,-6
O=C(Cc1ccccc1)Nc1ccc([N+](=O)[O-])cc1Cl,-8
COc1cccc(/C=C2/SC(=S)N(CC(=O)O)C2=O)c1O,5
O=C(Nc1ccccc1O)c1ccc(-c2ccc(Cl)cc2Cl)o1,7
Cc1ccc(N=Cc2c(O)ccc3ccccc23)nc1,-10
Cc1ccccc1NC(=O)CCc1ccccc1,-9
O=C(NCC1CCCO1)C12CC3CC(CC(C3)C1)C2 (stereo unspecified),-8
CC1(C)Cc2c(ccc3ccccc23)C(=O)N1,-13
O=C1NC(=Nc2ccccc2Cl)S/C1=C/c1ccc(-c2ccccc2Cl)o1,-8
O=C(NCCc1ccc(Cl)cc1)Nc1ccc(Br)cc1,-6
Cc1c(C(=O)OC(C)C)sc(NC(=O)c2cc(Cl)ccc2Cl)c1C(=O)OC(C)C,7
CCOc1ccc(N2C(=O)NC(=O)/C(=C\c3ccc(OCC(=O)O)c(OC)c3)C2=O)cc1,-3
Cc1ccc(-c2cc(C(=O)N3CC(C)CC(C)C3)c3ccccc3n2)cc1C (stereo unspecified),30
Cc1onc(-c2ccccc2Cl)c1C(=O)Nc1c(C)n(C)n(-c2ccccc2)c1=O,-33
O=S(=O)(c1ccccc1)N1CCSC1c1ccc(Br)cc1 (stereo unspecified),-27
COc1ccc(OC)c(NC(=O)CN(c2ccc(C(C)C)cc2)S(=O)(=O)c2ccccc2)c1,4
Cc1cccc(Cc2cnc(NC(=O)CCN3C(=O)/C(=C/c4ccccc4Cl)SC3=S)s2)c1,-26
O=c1/c(=C/c2ccc(Sc3ccccc3)o2)sc2nc3ccccc3n12,-13
COc1ccc(CCN(C(=S)Nc2ccccc2)C2CC(=O)N(c3ccc(Cl)cc3)C2=O)cc1 (stereo unspecified),-4
CCOc1ccccc1NC(=O)c1c(NC(=O)C(C)(C)C)sc2c1CCCCC2,-3
O=S(=O)(c1ccc(Cl)c(Cl)c1)N1CCN(c2ccccc2)CC1,-17
O=C(c1ccc(Br)o1)N1CCCCCC1,-7
O=C1NC(=S)NC(=O)C1=Cc1cccc2ccccc12,-14
CCOC(=O)C1=C(O)/C(=C/c2ccc(C)cc2)SC1=Nc1cccc(Cl)c1,3
CCOC(=O)C1=C(C)NC2=C(C(=O)CCC2)C1c1ccc(OCc2ccc(Cl)cc2)c(OC)c1 (stereo unspecified),9
CCOc1ccc(/C=C(/C#N)C(=O)Nc2cccc(Br)c2)cc1OCC,7
COc1cccc(CNCc2ccccc2OC)c1,-24
COC(=O)CC(C(=O)OC)P(=O)(O)CN(C)S(C)(=O)=O (stereo unspecified),-15
O=C(COc1ccc(I)cc1)N/N=C/c1ccc(-c2ccc([N+](=O)[O-])cc2)o1,-12
COCCOC(=O)c1c(C)oc2c1cc(NS(=O)(=O)c1ccc(F)cc1)c1ccccc12,-17

# Already shown: two of the compounds above.
SMILES,VHR inh color
O=C(COc1ccc(I)cc1)N/N=C/c1ccc(-c2ccc([N+](=O)[O-])cc2)o1,-12
COCCOC(=O)c1c(C)oc2c1cc(NS(=O)(=O)c1ccc(F)cc1)c1ccccc12,-17

# The list goes on.
SMILES,VHR inh color
COC1CCCCC1N1CCN(C(=O)c2ccco2)CC1 (stereo unspecified),6
O=C(Nc1c(C(=O)N2CCCC2)cnn1-c1ccccc1)c1cccc(F)c1,-9
O=C(NCc1ccco1)C(=O)Nc1ccccc1F,8
NC(=O)c1cc(NC(=O)c2cccs2)c(Cl)cc1Cl,-30
Cc1ccc(/C(N)=N/OC(=O)CCc2ccccc2)cc1,0
Cc1cc(=O)[nH]nc1-c1ccc(Cl)c([N+](=O)[O-])c1,8
O=C(CSc1nc2ccccc2[nH]1)N/N=C/c1ccccc1F,7
CC(C)(C)c1ccccc1OCC(=O)Nc1ncc(S(=O)(=O)c2ccc([N+](=O)[O-])cc2)s1,-3
O=C(Cc1ccccc1)N1CCN(c2ccc([N+](=O)[O-])cc2Cl)CC1,12
O=C(Nc1ccc(Cl)cc1)C1CC(=O)N(c2ccc(Br)cc2)C1 (stereo unspecified),6
COc1ccc2c(c1OC)C(=O)OC2Nc1ccc(NC(C)=O)cc1 (stereo unspecified),-8
Clc1cccc(-c2nnc(-c3ccc4c(c3)OCO4)o2)c1,0
COc1ccc(C(=O)N=Nc2c(O)n(CN3CCCC3)c3ccc(Br)cc23)cc1,-4
Cc1ccccc1C(=O)NNC(=O)Cc1ccccc1,-11
O=C(Nc1cccc([N+](=O)[O-])c1)c1cc(-c2ccccc2Cl)nc2ccccc12,-37
COc1cc(/C=C2\SC(N)=NC2=O)cc(I)c1OCc1ccc(Cl)cc1Cl,4
CS(=O)(=O)N(CC(=O)O)c1cccc(C(F)(F)F)c1,-23
Cc1cc(-c2ccco2)c(C#N)c(SCC(=O)c2ccc(O)c(O)c2)n1,2
COc1ccc(CN2CCN(Cc3cc(Br)ccc3O)CC2)c(OC)c1,1
COc1ccc(CN=Cc2c(O)n(-c3ccccc3F)c(=O)[nH]c2=O)cc1,-4
Cc1cc(C)c(C(=O)/C=C/c2ccc(Br)cc2)c(=O)[nH]1,-11
Cc1cc2nc(-c3cc(NC(=O)Cc4ccccc4)ccc3O)oc2cc1C,-6
Cc1cc(OCc2nc(-c3ccccc3)no2)cc(C)c1Cl,-2
Cc1ccc2[nH]c3nc(N=Nc4c(O)[nH]c5c(Br)cc(Br)cc45)nnc3c2c1,-28
O=C(N1CCN(c2ccccc2Cl)CC1)C(O)(c1ccccc1)c1ccccc1,-6

# Screening results: PubChem BioAssay, Sanford-Burnham Center for Chemical Genomics
